Screening data (PubChem BioAssay)
DT40 TDP1 no CPT: qHTS for Inhibitors of human tyrosyl-DNA phosphodiesterase 1 (TDP1): qHTS in cells in absence of CPT | DT40 Tdp1-/- hTDP1 cells, no CPT, ATP luminescence, 48 h | Potency, µM (titrated, usually from 46.2 µM), inactives show at the highest dose activity change, negative = growth inhibition, most hits filed as inhibitors | actives 15% (n = 420,000); note: nearly all actives have a fitted effect of over 55% in size
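Growth kinetics read by CellTiter-Glo luminescence after ≥48 hr at 37 °C. Cells: DT40 Tdp1-/- stably carrying human TDP1, 400 per well, compound exposure in the absence of CPT (DMSO vehicle).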
KAT2A inh: inhibitors of human GCN5L2 histone acetyltransferase | AID 504327 | Q92830 | GCN5L2 HAT assay, ThioGlo1 CoA-SH fluorescence | Potency, µM (top dose mostly 58.9 µM), for inactives: at the highest dose activity change, negative = inhibition, hits mostly inhibitors | actives 0.21% (n = 390,000)
Target sequence (Q92830 whole entry, looked up): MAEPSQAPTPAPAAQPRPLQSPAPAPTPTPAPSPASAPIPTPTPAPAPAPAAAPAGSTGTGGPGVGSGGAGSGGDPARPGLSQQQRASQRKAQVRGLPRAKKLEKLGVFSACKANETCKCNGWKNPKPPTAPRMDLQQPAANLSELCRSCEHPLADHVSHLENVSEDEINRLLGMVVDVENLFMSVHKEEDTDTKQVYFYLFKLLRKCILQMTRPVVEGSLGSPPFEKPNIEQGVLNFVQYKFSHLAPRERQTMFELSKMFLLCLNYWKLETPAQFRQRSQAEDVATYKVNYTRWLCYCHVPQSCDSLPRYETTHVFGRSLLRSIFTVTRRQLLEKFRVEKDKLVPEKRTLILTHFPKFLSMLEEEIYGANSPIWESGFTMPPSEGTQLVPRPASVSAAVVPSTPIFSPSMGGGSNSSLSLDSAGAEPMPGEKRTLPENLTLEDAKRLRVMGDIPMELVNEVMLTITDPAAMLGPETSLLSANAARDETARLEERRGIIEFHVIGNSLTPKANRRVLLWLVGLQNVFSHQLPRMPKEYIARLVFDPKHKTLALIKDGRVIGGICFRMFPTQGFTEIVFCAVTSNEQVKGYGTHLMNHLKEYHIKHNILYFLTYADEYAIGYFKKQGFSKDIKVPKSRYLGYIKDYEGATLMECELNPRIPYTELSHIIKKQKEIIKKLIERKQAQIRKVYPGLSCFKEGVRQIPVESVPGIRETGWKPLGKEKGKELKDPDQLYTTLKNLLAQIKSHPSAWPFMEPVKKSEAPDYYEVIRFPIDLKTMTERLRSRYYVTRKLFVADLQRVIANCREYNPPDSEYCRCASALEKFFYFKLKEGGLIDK
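Fluorescence readout, Ex340nm/Em540nm: ThioGlo1 (50uM final) reacts with free CoA thiol released as 20nM GCN5L2 acetylates H3(1-25) peptide (75uM) using acetyl-CoA (70uM). Compound and enzyme sat 15 min beforehand; 20 min room-temperature reaction.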
TDP1 cell CPT: growth inhibition of DT40 Tdp1-/-;hTDP1 cells with camptothecin (screen for TDP1 inhibitors); chicken DT40 Tdp1-/-;hTDP1 cells + 20 nM CPT, ATP luminescence, 48 h; Potency, µM (doses to about 46.2 µM), for inactives: at the top dose activity change, negative = growth inhibition, hits mostly inhibitors; actives 12% (n = 420,000); note: nearly all actives have a fitted effect of over 55% in size
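Chicken DT40 Tdp1-/- cells stably complemented with human TDP1 were seeded at 400 cells/well in medium containing 20 nM camptothecin, exposed to pin-transferred compounds, and grown at 37 °C for at least 48 hr. Viability was read as ATP luminescence.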
An asterisk follows results filed as active; ? = inconclusive; nt = not tested or not shown; & = joins results of further samples; [ ] = remark or other dose. Calls come from the whole dose curve; as a rule, active = well fitted curve in the direction sought with a large enough effect; inconclusive = small, poorly fitted or top-dose-only effect, or another doubt; inactive = no such curve, though single readings can be large; an effect the other way counts as inactive or inconclusive. % is set by controls: 0 for no effect and ±100 for the full control effect; potency is the fitted concentration of half-maximal effect. The list is partial; rates above refer to the full screens.

SMILES	DT40 TDP1 no CPT	KAT2A inh	TDP1 cell CPT
O=c1c2ccccc2c(=O)n(-c2ccccc2)n1-c1ccccc1	?	nt	?
COc1ccccc1/C=C\C(=O)NCC(=O)N/N=C/c1cccc(OC)c1O	7.31µM*	-8.6%	7.31µM*
O=C(Nc1ccccc1-c1nc2ccccc2s1)c1ccc(Br)o1	-16.6%	-2.9%	-21.8%
Cc1ccccc1CN(C)CC(=O)Nc1cccc(S(=O)(=O)N(C)c2ccccc2)c1	16.4µM*	-14.4%	20.6µM*
COc1ccc(F)cc1S(=O)(=O)Nc1cccc(-c2ccc(N3CCC(C)CC3)nn2)c1	?	?	?
CCn1c(SC(C)C)nnc1-c1c[nH]c2ccccc12	?	-4.4%	?
O=C(Nc1cccnc1)C(Cc1ccccc1)n1cccc1 (stereo unspecified)	-15.0%	-1.5%	?
Cn1nc(C(=O)Nc2ccccc2N2CCCC2)c2ccccc2c1=O	?	-10.6%	?
O=C(Cc1cnc2ncnn2c1)N1CCc2c([nH]c3ccccc23)C1c1ccccc1F (stereo unspecified)	?	5.8%	-23.3%
COc1ccccc1NC(=O)c1sc(-c2ccc(Cl)cc2)cc1N	18.4µM*	-9.7%	?
CCOc1ccc(CNC(=O)C2CCCN(S(=O)(=O)N(C)c3ccc(F)cc3)C2)cc1OC (stereo unspecified)	13µM*	-11.3%	14.6µM*
CCCCN(C)S(=O)(=O)c1cc(-c2nnc3c4ccccc4c(C)nn23)ccc1C	7.31µM*	1.1%	3.66µM*
O=C(CSc1ncnc2c1oc1ccccc12)Nc1ccccc1F	-11.2%	-4.0%	-5.0%
Cc1cc(C)nc(SCC(=O)Nc2cccc(S(=O)(=O)N(C)C)c2)n1	?	-2.0%	-1.6%
Cc1snc(SCc2ccc(F)cc2)c1C#N	?	8.5%	?

Given with each value named: 4 of the compounds above.
O=C(Nc1cccnc1)C(Cc1ccccc1)n1cccc1 (stereo unspecified)
  DT40 TDP1 no CPT = -15.0%; KAT2A inh = -1.5%; TDP1 cell CPT = ?

Cn1nc(C(=O)Nc2ccccc2N2CCCC2)c2ccccc2c1=O
  DT40 TDP1 no CPT = ?; KAT2A inh = -10.6%; TDP1 cell CPT = ?

O=C(Cc1cnc2ncnn2c1)N1CCc2c([nH]c3ccccc23)C1c1ccccc1F (stereo unspecified)
  DT40 TDP1 no CPT = ?; KAT2A inh = 5.8%; TDP1 cell CPT = -23.3%

COc1ccccc1NC(=O)c1sc(-c2ccc(Cl)cc2)cc1N
  DT40 TDP1 no CPT = 18.4µM*; KAT2A inh = -9.7%; TDP1 cell CPT = ?

(next part)
SMILES	DT40 TDP1 no CPT	KAT2A inh	TDP1 cell CPT
Cc1cc(Br)ccc1S(=O)(=O)n1ccnc1C	-29.3%	-3.5%	-5.7%
Cc1ccccc1CNC(=O)Cn1ncn2nc(-c3cccs3)cc2c1=O	?	-5.2%	-14.8%
COc1ccc(-c2nc3c4cnn(-c5ccccc5F)c4ncn3n2)cc1	-4.3%	3.3%	8.5%
COc1ccc(C2C(C(=O)c3ccccc3)=C(C)Nc3nc4ccccc4n32)cc1OC (stereo unspecified)	14.6µM*	-4.0%	?
Cc1cccc(C)c1C(O)c1ncc(-c2ccccc2C(F)(F)F)[nH]1 (stereo unspecified)	?	nt	-28.7%
CC(C)CC1C(=O)N(Cc2cn(CCC3OCCO3)nn2)CCS(=O)(=O)N1Cc1ccc(-c2cccc(CO)c2)cc1 (stereo unspecified)	23.1µM*	nt	?
Oc1cccc(C(Nc2ccccn2)c2ccc3cccnc3c2O)c1Cl (stereo unspecified)	3.26µM*	-16.3%	0.651µM*
Cc1ccc(C(=O)CCS(=O)(=O)c2ccc(F)cc2)cc1	2.91µM*	0.4%	4.61µM*
COc1ccc(NS(=O)(=O)c2cc(NC(=O)c3cnc(C)cn3)ccc2N2CCCC2)cc1	?	-7.9%	-23.9%
COCCNc1ccc(S(=O)(=O)N2CCCC2)cn1	-6.8%	2.0%	2.3%
C#CCOCCOCCOCCNc1nc(N2CCN(C(=O)[C@H]([C@@H](C)CC)n3cc(CCCCN)nn3)CC2)nc(N2CCN(C(=O)[C@H](CCCCN)n3cc(CCCC)nn3)CC2)n1	-15.1%	-1.2%	-9.1%
C[C@@H](OC(=O)c1[nH]cnc1C(=O)N1CCc2ccccc2C1)c1ccccc1	?	0.7%	?
CCOC(=O)N1C=CC=C[C@@H]2[C@@H](N3C(=O)c4ccccc4C3=O)C(=O)N21	?	0.2%	?
CCC(c1nc2ccccc2[nH]1)n1c(-c2ccc3ccccc3c2)nc2ccccc21 (stereo unspecified)	?	nt	?
Cc1ccc(C)c(C(=O)COC(=O)CN2C(=O)C3C4C=CC(C4)C3C2=O)c1 (stereo unspecified)	5.8%	4.3%	-24.3%
CCCCC(=O)Nc1nnc(SCC(=O)NC2CC2)s1	-22.1%	-5.7%	-10.6%
CC1(C)OC2OC(COC(=O)c3ccc([N+](=O)[O-])cc3)C3OC(C)(C)OC3C2O1 (stereo unspecified)	-17.1%	-3.8%	-21.5%
Cc1cccc(C(O)c2ncc(-c3ccc(Cl)cc3)[nH]2)c1C (stereo unspecified)	?	nt	?
O=C(NCCCn1ccnc1)C(=O)NCC1OCCN1S(=O)(=O)c1ccc(Br)cc1 (stereo unspecified)	0.8%	-0.2%	0.2%
O=C(CN1C(=O)/C(=C\c2cccc(Br)c2)Oc2ccccc21)NCCCN1CCOCC1	18.4µM*	-10.2%	?
O=C(O)c1cc2nc(-c3ccccc3)cc(C(F)(F)F)n2n1	0.3%	-1.0%	?
Cc1ccc(OCc2ccc(C(=O)Nc3nc4ccccc4n3C)o2)c([N+](=O)[O-])c1	?	-2.7%	-10.9%
N#Cc1cc(-c2ccccc2)nnc1Sc1ccc(Cl)cc1	?	-3.4%	?
Cc1ccc(/C=N/NC(=S)NC2CCCCC2)o1	4.11µM*	-20.4%	14.6µM*
CCC(NC(=S)NCc1ccc(F)cc1)c1ccccc1 (stereo unspecified)	?	-0.6%	?
CC(C)(C)C(=O)c1sc2nc(-c3cccs3)cc(C(F)(F)F)c2c1N	-10.2%	-13.5%	-9.6%
N#C/C(=C(/O)c1ccc(F)cc1)c1nc2ccccc2s1	23.1µM*	-4.4%	18.4µM*
CC(C(=O)NCc1ccco1)n1ccc2cc(S(=O)(=O)N3CCCCC3)ccc21 (stereo unspecified)	-13.0%	-7.1%	?
CC(=O)OCCSc1c(-c2ccccc2)c2cc(Cl)ccc2[nH]c1=O	?	-3.6%	-26.9%
CCOc1ccc2c(c1)c(N=NC(=N)N)c(O)n2C	-25.7%	-4.1%	-27.3%
CC1CCCN(C(=O)C(C)Nc2cc(Cl)ccc2N2CCOCC2)C1 (stereo unspecified)	?	-4.5%	-27.8%
Cc1cc(OC(C)C(=O)NC2CC(C)(C)NC(C)(C)C2)c2c(C)c(C)c(=O)oc2c1 (stereo unspecified)	-22.9%	nt	-23.1%
Cn1cccc1/C=C(/C#N)c1ccc(F)cc1	-16.5%	-3.9%	-21.2%
Cc1c(C(=O)Nc2ccc(Cl)cn2)oc2ccccc12	?	-6.9%	-27.2%
CS(=O)(=O)Nc1ccccc1C(=O)OCc1cc(=O)n2nc(C3CCCCC3)sc2n1	?	-15.6%	?
c1ccc(-c2cnc(CSc3nnc4ccccn34)o2)cc1	-10.0%	-12.5%	3.9%
C=CCNC(=O)c1snnc1-c1ccccc1	7.2%	-6.0%	-3.9%
Cc1nn(-c2ccc(N3CCOCC3)nn2)c(C)c1CCC(=O)NCc1ccccc1	18.6%&1.5%	-9.8%&-3.2%	2.6%&5.0%
COc1ccc(Cl)cc1C(=O)NC1=NCCS1	-9.3%	-26.3%	28.9%
CCn1cc(CNC(=O)CCc2nnc(CCC3CCCCC3)o2)cn1	?	-0.9%	-10.6%
O=C(Nc1ccc2ccccc2c1)Nc1ccc2snnc2c1	?	-10.1%	?
COc1ccc(CNC(=O)C2CCC(CNc3c(N4CCC(C)CC4)c(=O)c3=O)CC2)cc1 (stereo unspecified)	16.8%	-2.1%	-16.6%
CC(C)OCCCNC(=O)CCCn1c(=O)[nH]c2ccsc2c1=O	2.5%	-13.7%	0.5%
CCN1CCN(C(=S)NCC2CCCO2)CC1 (stereo unspecified)	-23.5%	-16.0%	-0.4%
Cc1cc(Cl)c2oc(C(=O)NC3CCC(O)CC3)c(C)c2c1 (stereo unspecified)	?	-5.1%	?
Nn1c(SCc2ccccn2)nncc1=O	-9.5%	-4.3%	4.8%
Cc1ccc(S(=O)(=O)NC2c3cccc4cccc(c34)C2Sc2ncccn2)cc1 (stereo unspecified)	?	-10.0%	?
O=C(NC1CCCC1)c1cccc(S(=O)(=O)N2CCCCC2)c1	-23.6%	-6.0%	-8.2%
Cc1[nH]c(SCC(=O)c2c(N)n(C)c(=O)n(C)c2=O)nc1Cc1ccccc1	-13.0%	0.7%	?
CCCC[n+]1c(/C=C/c2ccc(N(C)C)cc2)sc2ccccc21	0.1µM*	nt	0.0251µM*
O=C(c1cn2ccccc2n1)N1CCCC(Nc2ccc(F)c(F)c2)C1 (stereo unspecified)	-11.0%	-3.4%	9.7%
O=C(CCc1nc(-c2ccccc2Cl)no1)NCc1ccco1	13.3%	-7.8%	-19.5%
Cc1ccc(-c2nc(C(=O)NC3CCCCCC3)no2)cc1	18.4µM*	nt	?
NC(=O)C1CCN(C(=O)Cc2ccc([N+](=O)[O-])cc2)CC1	16.1%	-0.1%	14.6%
Cc1cc(C)c(NC(=S)N(CCN2CCCCC2)Cc2ccco2)c(C)c1	16.4µM*	-2.6%	?
Cc1cc(C)c2nc(-c3ccccn3)cc(C(=O)N3CCCC3)c2c1	-20.0%	-9.3%	?
Cc1cc(NC(=O)n2ncc3c(C)cccc32)ccc1Br	-28.7%	-12.0%	?
CC1=C2C(O)C(=O)OC3CC4C(C)(C)C(=O)C=C[C@]4(C)C(CC1)[C@@]23C (stereo partly specified)	-3.9%	11.5%	7.9%
COC1CCCN(C(=O)c2cccc(OC3CCN(S(C)(=O)=O)CC3)c2)C1 (stereo unspecified)	25.8%	-3.5%	-13.9%
O=C(NC1CCCC1)C(c1ccncc1)N(Cc1ccccc1)C(=O)c1ccc(-c2ccccc2)[nH]1 (stereo unspecified)	16.4µM*	-6.0%	20.6µM*
Further records follow:
SMILES	DT40 TDP1 no CPT	KAT2A inh	TDP1 cell CPT
N#Cc1ccc(-c2ccc(OCC(O)CN3CCCCC3)cc2)cc1 (stereo unspecified)	?	-5.6%	23.1µM*
OC(c1cccc(Cl)c1)c1nc(/C=C/c2ccc(C(F)(F)F)cc2)cs1 (stereo unspecified)	?	nt	23.1µM*
Cc1cccc(-c2nnc(-c3ccccc3)o2)c1	?	0.1%	2.0%
Cc1ccc(NC(=O)Cn2nc(-c3ccc(Cl)cc3)c3ccccc3c2=O)cc1	?	-1.0%	?
CCCC(=O)N(Cc1cc(=O)[nH]c2ccccc12)c1cccc(C)c1	?	-3.3%	-12.6%
CN(C)c1cccc(C(=O)Nc2ccc(S(=O)(=O)Nc3nccs3)cc2)c1	-6.7%	-8.0%	7.7%
COc1cccc(-c2cnc(C(O)c3cccc(F)c3)[nH]2)c1 (stereo unspecified)	-25.2%	nt	?
CC(C)C(Nc1ccc(C(F)(F)F)cc1[N+](=O)[O-])C(=O)O (stereo unspecified)	1.8%	-2.8%	14.3%
CCCCN(C)C1CCN(C(=S)Nc2ccc(OCC)cc2)CC1	-6.9%	0.5%	-7.0%
COc1ccc(OC)c(NC(=O)CN2CCC(NC(=O)c3ccccc3C)CC2)c1	-27.1%	1.0%	?
COc1ccc(OCC(O)CN2CCC(CN3C(=O)c4cccc5cccc(c45)C3=O)CC2)cc1 (stereo unspecified)	20.6µM*	-10.1%	13µM*
COc1ccc(C(=O)NC(=S)Nc2ccc(S(N)(=O)=O)cc2)cc1	-10.2%	-5.8%	-2.6%
Cc1c(Cl)cccc1Nc1nc(N)nc(CSCCO)n1	1.5%	-4.2%	4.4%
O=C(Nc1ccc2c(c1)OCO2)c1cc(-c2cccc(Cl)c2)on1	-24.0%	-1.2%	-12.5%
Cn1nc([N+](=O)[O-])nc1N1CCN(c2ccc(F)cc2)CC1	0.5%	0.2%	-3.9%
CCCC(=O)Nc1nnc(SCC(=O)Nc2ccc3c(c2)OCO3)s1	?	-6.3%	3.3%
C[C@@H]1CCCCO[C@H](CN(C)S(=O)(=O)c2cn(C)cn2)[C@H](C)CN([C@@H](C)CO)C(=O)c2cc(NC(=O)c3ccccc3)ccc2O1	?	nt	-6.3%
CCn1c(COc2ccccc2Cl)nnc1SCC(=O)Nc1ncccc1C	0.5%	36.2%[activator]	-8.9%
